Bioassay records (PubChem)
PKA-R1A activ – activators of PKA-R1A complex; P00514+P68181; PKA-R1A dissociation, Cy5-IP20 fluorescence polarization; scaled: DMSO 0%, 113 µM cGMP 100%; activation, % at 11.4 µM; 340,000 compounds, 0.083% hits; AID 504707;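 active = percent activation above the mean of all tested compounds plus 3 SD, cut at about 19% in these data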;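 also: higher means more PKAc released from R1A so a rise in polarization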
PKA-R2B act – PKA-R2B complex activation | AID 504700 | P22694+P31323 | 340,000 compounds, 0.079% hits | activation, % at 11.4 µM | PKA-R2B holoenzyme dissociation, Cy5-IP20 fluorescence polarization; R2B truncated from residue 108, S112A mutant; 0% DMSO only, 100% 113 µM cGMP;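 active = activation above a cutoff set at the mean over all compounds plus 3 SD, cut at about 18% in these data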;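 also: higher means more holoenzyme dissociation and a rise in polarization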
Arr AP2 block – blocks beta-arrestin peptide binding to AP2 adaptin. FITC-arrestin peptide / GST-AP2 beads, flow cytometry; AP2 beta2 appendage carries R879A mutation. inhibition, % at 10 µM. 340,000 compounds, 0.31% hits. AID 504490;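 active = inhibition above a set limit, near 3 SD of compounds lacking own fluorescence, cut at about 54% in these data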;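 also: plate controls were DMSO wells for no effect and 5 µM unlabelled arrestin peptide for full effect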
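Assay system: GST-AP2 R879A bound to glutathione beads, E. coli-expressed; Medium: PBS with 0.05% Tween 20 and 0.1% BSA; Also added: fluorescein-tagged arrestin peptide at 50 nM final; Timing: 12 min plus 1 h, RT; Measured by: flow cytometry, FL1 (488/535 nm); Evaluation: percent drop in bead-associated FITC signal.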
SR-BI DiI inh – mouse SR-BI HDL lipid transfer inhibition; Q61009; ldlA[mSR-BI] CHO cells, DiI-HDL uptake fluorescence, 3 h; inhibition, % at 12.5 µM; 320,000 compounds, 0.96% hits; AID 488896;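 active = mean replicate inhibition of at least 70% and a set share of replicates each scoring 70 or more; inconclusive = meets just one of the two criteria; inactive = fails both criteria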;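 also: 0% = median of neutral control wells and 100% = median of positive control wells; values of inactives mirror those of a sister screen read the other way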
Pemphigus Ab inh – human desmoglein-3 autoantibody binding inhibition | binding (percent of control), % at 10 µM | P32926 | AID 588358 | DSG3-coupled beads, scFv-anti-DSG3-GFP binding, flow cytometry; stronger effect = lower value | 310,000 compounds, 0.48% hits;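 active = binding more than 3 SD below its plate's average and above zero; inconclusive = below that plate limit but binding exactly zero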;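 also: hits lower antibody fragment binding to DSG3; some compounds called inactive have numbers as strong as hits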
MITF TRPM1 HTS – MITF TRPM1 promoter activation in melanoma cells; SK-MEL-5 TRPM1-promoter luciferase, 24 h; % of positive control, neutral wells = 0; activation, % at 12.5 µM; 300,000 compounds, 0.75% hits;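 active = mean activation of at least 80% with every replicate also reaching 80%; inconclusive = mean reaches 80% but some replicate falls short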;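 also: 0% = neutral control wells and 100% = parthenolide positive control wells; values of inactives mirror those of a sister screen read the other way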
dFosB act – activators of mouse delta FosB homodimer; purified delta FosB, TAMRA-CDK5 oligo fluorescence polarization; percent of positive-control signal above neutral wells; activation, % at 25 µM; AID 493131; P13346; 340,000 compounds, 0.99% hits;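 active = mean activation above about 17%, with every replicate also reaching it, limit read from the data, passing the limit was not always enough; inconclusive = only one of the two conditions met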;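 also: fluorescence polarization rise as delta FosB binds a TAMRA Cdk5 AP-1 oligo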
NSD2 HMT inh – NSD2 (human) methyltransferase inhibition | 310,000 compounds, 0.54% hits | inhibition, % at 12.5 µM | NSD2 peptide methylation, AlphaScreen, 120 min | O96028 | AID 743445; in the data active = inhibition above about 50%
Target sequence (O96028 whole entry, looked up): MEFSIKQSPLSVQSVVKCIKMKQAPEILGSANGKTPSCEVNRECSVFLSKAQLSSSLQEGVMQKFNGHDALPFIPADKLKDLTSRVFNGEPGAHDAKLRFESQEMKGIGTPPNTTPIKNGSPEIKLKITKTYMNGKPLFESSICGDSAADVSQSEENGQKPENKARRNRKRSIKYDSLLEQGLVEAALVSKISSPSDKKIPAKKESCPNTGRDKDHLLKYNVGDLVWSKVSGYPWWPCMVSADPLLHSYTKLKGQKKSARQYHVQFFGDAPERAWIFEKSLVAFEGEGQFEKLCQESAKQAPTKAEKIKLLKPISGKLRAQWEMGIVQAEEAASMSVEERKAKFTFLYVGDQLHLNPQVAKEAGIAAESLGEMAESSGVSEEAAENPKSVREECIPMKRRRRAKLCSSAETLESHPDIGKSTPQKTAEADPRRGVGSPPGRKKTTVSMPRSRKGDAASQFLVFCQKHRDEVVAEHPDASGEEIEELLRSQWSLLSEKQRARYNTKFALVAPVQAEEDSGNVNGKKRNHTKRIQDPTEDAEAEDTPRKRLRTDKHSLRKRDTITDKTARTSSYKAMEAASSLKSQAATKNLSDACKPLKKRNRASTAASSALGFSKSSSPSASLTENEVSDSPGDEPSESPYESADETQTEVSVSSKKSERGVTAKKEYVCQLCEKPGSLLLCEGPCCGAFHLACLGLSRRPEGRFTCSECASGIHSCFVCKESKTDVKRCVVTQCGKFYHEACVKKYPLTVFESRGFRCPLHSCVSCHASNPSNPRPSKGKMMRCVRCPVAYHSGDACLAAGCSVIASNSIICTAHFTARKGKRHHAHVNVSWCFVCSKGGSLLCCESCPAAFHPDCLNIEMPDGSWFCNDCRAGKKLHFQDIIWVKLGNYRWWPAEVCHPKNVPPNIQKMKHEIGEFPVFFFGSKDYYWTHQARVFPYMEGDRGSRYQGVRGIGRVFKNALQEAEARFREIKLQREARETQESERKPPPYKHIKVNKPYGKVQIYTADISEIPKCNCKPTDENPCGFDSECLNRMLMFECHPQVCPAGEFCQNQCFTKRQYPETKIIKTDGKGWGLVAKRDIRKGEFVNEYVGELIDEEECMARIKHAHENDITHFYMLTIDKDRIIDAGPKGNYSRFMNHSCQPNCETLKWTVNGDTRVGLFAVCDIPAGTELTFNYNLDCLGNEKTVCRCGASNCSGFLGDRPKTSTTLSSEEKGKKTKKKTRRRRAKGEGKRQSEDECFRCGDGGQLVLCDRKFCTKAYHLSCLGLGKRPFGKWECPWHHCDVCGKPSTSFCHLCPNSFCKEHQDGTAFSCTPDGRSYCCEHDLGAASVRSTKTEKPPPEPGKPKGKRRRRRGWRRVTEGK
CDK5 inh – blocks human CDK5/p35 kinase activity; Q00535+Q15078; Recombinant CDK5/p35, ADP-Glo luminescence, 60 min; inhibition, % at 10 µM; 330,000 compounds, 0.01% hits;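 active = highest replicate inhibition of at least 50% and at least 75% of replicates reaching 50%; inconclusive = only one of the two criteria met; inactive = both criteria failed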;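 also: plate controls were DMSO neutral control for no effect and GW8510 at 10 µM for full effect; many of its hits are not listed in these tables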
SUMO Mot1 rescue – blocks SUMOylation pathway, rescuing yeast Mot1-301 growth; 320,000 compounds, 1% hits; growth rescue, % at 18.8 µM; S. cerevisiae Mot1-301 growth rescue, ATP luminescence, 38.5C; percent above DMSO median, 100 means doubled;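 active = every valid replicate shows activation above 250% relative to neutral control wells; inactive = the rest, any valid replicate at or below 250%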;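 also: OY570 slx delta 5 strain wells were the positive control but not used for scaling; some compounds called inactive have numbers as strong as hits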
SR-BI DiI-HDL act – SR-BI HDL lipid transfer activation; activation, % at 12.5 µM; CHO ldlA[mSR-BI] cells, DiI-HDL uptake fluorescence, 3 h; 100 = double the neutral-control signal; 320,000 compounds, 0.096% hits; AID 504775;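 active = mean replicate activation of at least 60% and every replicate at or above 60%; inconclusive = mean or all-replicate condition met, but not both; inactive = mean below 60% and not all replicates reaching 60%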;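 also: 0% = median plate neutral-control signal and 100% = twice that signal; values of inactives mirror those of a sister screen read the other way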
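Test system: SR-BI-overexpressing, LDLR-lacking CHO cells; Medium: Ham's F12 with 0.5% BSA, HEPES 25 mM, pH 7.4; Schedule: 3 h, 37 °C; Technique: bottom-read fluorescence, 550/595 nm.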
An asterisk follows results filed as active; ? = inconclusive; . = no result given.

PKA-R1A activ,PKA-R2B act,Arr AP2 block,SR-BI DiI inh,Pemphigus Ab inh,MITF TRPM1 HTS,dFosB act,NSD2 HMT inh,CDK5 inh,SUMO Mot1 rescue,SR-BI DiI-HDL act,Molecule
-2,6,5,0,101,-27,-4,.,-0.1,-3,0,Cc1ccc(C(=O)c2c3ccc([N+](=O)[O-])cc3[n+]([O-])n2CCCN)cc1
7,1,11,18,102,7,-1,0,-0.5,-19,-18,O=[N+]([O-])c1ccc2c(c1)C(N1CCOCC1)/C(=C/COc1ccc(F)cc1)O2 (configuration not stated)
-2,0,-5,9,100,-2,-9,2,4.1,.,-9,O=C(c1nn2c(C(F)(F)F)cc(-c3ccccc3)nc2c1Cl)N1CCN2CCCC2C1 (configuration not stated)
-1,-10,-14,31,100,2,4,9,2.9,-10,-31,O=C(N/C(=C/C=C\c1ccccc1)C(=O)N1CCOCC1)c1ccc(Br)cc1
6,-13,6,1,108,-1,-3,2,-9.3,-12,-1,COc1cc2nc(N(CCN(C)C)C(=O)c3ccc(S(=O)(=O)N(C)CC4CCCO4)cc3)sc2cc1OC (configuration not stated)
8,11,-1,-4,115,-3,7,3,-0.1,-13,4,CSc1n[nH]c(=O)n1C1CCCCC1
9,9,4,-4,104,-6,-7,-1,-2.0,-10,4,CCOCc1cc(C2NC(=O)NC(C)=C2C(=O)OCC)ccc1OC (configuration not stated)
-4,-7,-8,-7,85,-13,2,-3,2.6,-10,7,Cc1cc(NC(=O)CSc2ccc(-c3cccc([N+](=O)[O-])c3)nn2)no1
-8,2,-3,-21,119,.,-12,9,1.3,7,21,CCCCC1CN2CCc3c([nH]c4ccccc34)C2(C)C1 (configuration not stated)
4,-10,-14,.,104,6,-2,.,-0.2,-7,.,O=S(=O)(NCc1ccc(F)cc1)c1ccccc1Br
-1,6,-6,20,108,0,-3,0,-0.6,-6,.,COc1ccc(N2CCN(C3CCCN(C(=O)c4ccoc4)C3)CC2)cc1 (configuration not stated)
1,-1,4,-3,103,2,2,-5,-2.3,-18,3,COc1ccc(CNC(=O)COc2ccc(Br)c(C)c2)cc1
-6,3,34,14,98,0,-13,-5,.,.,-14,COc1cccc(C(=O)NC(=O)Nc2nc(C)cc(C(F)(F)F)n2)c1
-9,4,22,39,96,-6,0,2,0.3,-2,-39,CCOc1ccc(CCNC(=O)C2CC(=O)N(c3ccc4c(c3)OCCO4)C2)cc1OCC (configuration not stated)
-3,-5,-4,-30,97,-17,-4,-5,1.9,-19,30,COc1ccc(CNCCNC(=O)c2cccs2)c(OC)c1OC

Limited to Pemphigus Ab inh and Arr AP2 block (two entries from above):
Compound	Pemphigus Ab inh	Arr AP2 block
Cc1ccc(C(=O)c2c3ccc([N+](=O)[O-])cc3[n+]([O-])n2CCCN)cc1	101	5
O=[N+]([O-])c1ccc2c(c1)C(N1CCOCC1)/C(=C/COc1ccc(F)cc1)O2 (configuration not stated)	102	11

Next part.
PKA-R1A activ,PKA-R2B act,Arr AP2 block,SR-BI DiI inh,Pemphigus Ab inh,MITF TRPM1 HTS,dFosB act,NSD2 HMT inh,CDK5 inh,SUMO Mot1 rescue,SR-BI DiI-HDL act,Molecule
-6,8,7,4,97,0,-10,-1,-0.2,-6,-4,O=C(Nc1cccc(-n2cnnn2)c1)c1cccs1
-5,-9,19,2,.,12,-1,0,-2.5,327,-2,Cc1c(-c2nc(-c3cccnc3)no2)cccc1[N+](=O)[O-]
-10,-2,9,56,97,-5,4,3,-0.9,.,-56,CCOc1ccc(N2CC(C(=O)NCCc3ccc(OC)c(OC)c3)CC2=O)cc1 (configuration not stated)
-4,-6,23,-21,104,.,-4,-3,-0.5,3,21,O=C(COC(=O)[C@@H]1CCCN1S(=O)(=O)c1ccccc1F)NCc1ccc2c(c1)OCO2
5,2,4,-21,99,-13,?,-1,2.0,224,21,O=C(CCc1ccccc1)Nc1nc2n(n1)C(c1ccc(Cl)cc1)CC(=O)N2 (configuration not stated)
-9,-3,9,6,107,9,-4,-8,-4.2,-3,-6,CN(c1ccccc1)S(=O)(=O)c1cc(Cl)ccc1Cl
-5,3,36,-31,98,11,-6,33,1.0,9,31,CCN(CC)CCNC(=S)Nc1ccc(F)cc1
-2,-4,13,7,98,-17,-7,1,0.4,-4,-7,CCOC(=O)c1c(-c2ccccc2)csc1NC(=O)CSc1nc(N)cc(N)n1
-1,-15,-8,45,117,0,3,.,-7.2,259,-45,CCN1C(=O)[C@@H]2[C@@H](c3ccc(-c4cccc(Cl)c4)cc3)N3CCC[C@@]3(C(=O)OC)[C@@H]2C1=O
-9,-4,5,-5,.,-13,-9,-2,0.3,18,5,Cc1nc(-c2ccccc2)nc2sc(C(=O)c3ccc(F)cc3)c(N)c12
-9,-4,3,-14,102,-4,-4,.,-0.9,.,14,Cc1ccc(C)c(N2CCN(C(=O)CCc3nc(-c4ccc(F)cc4)no3)CC2)c1
-6,2,41,-5,101,-1,-21,1,-1.5,18,5,CCOC(=O)Cc1csc(NC(=O)C(C)Oc2ccc3c(C)cc(=O)oc3c2)n1 (configuration not stated)
0,-2,-6,18,.,1,-11,-1,0.7,52,-18,CNc1snc(C)c1C(=O)OCC(=O)c1ccc(OC)c(F)c1
-12,-2,-4,15,95,7,-8,-3,-1.8,2,-15,CC(C)NC(=S)N1CCN(C(c2ccccc2)c2ccccc2)CC1
4,2,-10,23,96,8,-15,-12,-0.3,-30,-23,CCN(CC)S(=O)(=O)c1ccc(NC(=O)Cc2cccs2)cc1
10,7,7,-1,98,-4,0,0,-1.9,-18,1,O=C(COC(=O)c1ccc(Cl)nc1)Nc1cccnc1Cl
3,-3,1,46,100,.,-11,.,-0.1,24,-46,COc1cc(C(=O)NCC(c2cccnc2)N2CCN(c3ccccc3)CC2)cc(OC)c1OC (configuration not stated)
-5,-12,-4,22,100,-32,-6,.,2.2,-5,-22,CCc1ccc(NC(=O)C2=CC(c3ccc(OC)c(OC)c3)=NS(=O)(=O)N2C)cc1
5,-5,38,27,86,1,3,1,0.7,5,-27,CC1=N/C(=C\c2ccc(OC(C)C)cc2)C(=O)N1c1ccc(C(=O)O)cc1
-5,-13,4,-9,119,-18,-5,3,-1.0,.,9,COc1cc(C(=O)N2CCN(c3ccccc3)CC2)c2ccccc2n1
-13,-5,1,17,.,-13,-12,-4,0.3,-9,-17,O=C(COc1ccc(S(=O)(=O)NC2CCCCC2)cc1)NC1CC1
-9,0,-6,28,94,7,-3,-3,-0.5,13,-28,CCN(CC(=O)Nc1ccc(NC(C)=O)cc1)C(=O)CCCOc1ccc(C(C)(C)C)cc1
-9,-12,-10,-23,102,.,1,0,-9.3,154,23,Nc1ccc(CCc2ccc(N)cc2)cc1
1,-2,-1,.,113,7,-5,0,-0.6,-13,.,O=c1[nH]c(/C(=N\O)c2ccccc2)no1
-9,-3,32,10,95,15,-31,4,0.3,-1,-10,COc1ccc2[nH]cc(C(=O)NCCc3ccccc3)c(=O)c2c1
6,-5,-22,-10,108,3,2,-2,0.1,92,10,CCc1c(O)nc(SC2CC(=O)N(c3ccc(F)c(Cl)c3)C2=O)[nH]c1=O (configuration not stated)
-10,-7,7,8,.,7,-7,4,-2.4,-1,-8,COc1ccccc1N1CCN(C2CCCN(C(=O)c3oc(C)cc3C)C2)CC1 (configuration not stated)
0,-5,2,-17,101,2,-4,-1,0.2,56,17,COc1ccc(S(=O)(=O)Nc2ccc3c(c2)OCO3)cc1
15,-1,-5,19,.,-12,19*,.,0.5,-12,-19,COc1ccc(-c2nn(C)c(=O)c3ccccc23)cc1NC(=O)Cn1nc(-c2ccccc2)c2ccccc2c1=O
5,0,7,34,100,49,0,2,-1.0,-7,-34,Cn1ncc([N+](=O)[O-])c1C(=O)Nc1ccc(-c2nc3ccccc3[nH]2)cc1
0,1,3,-25,98,1,0,-2,-0.5,-8,25,COc1cccc(C(=O)N(CN2CCCC2=O)c2cc(C)on2)c1
2,-1,5,.,91,11,-1,.,1.8,-26,.,O=[N+]([O-])c1nn(-c2ccc(Cl)cc2)n(O)c1=NCc1ccccc1
-12,0,30,37,110,7,-16,-3,0.2,-10,-37,CCOC(=O)N/N=C\c1cccc(OC)c1OC/C=C/c1ccccc1
-1,7,-5,-21,103,-4,-9,5,-2.2,31,21,N#Cc1ccc(CSc2nnc(NC(=O)C3CC(=O)N(c4ccc5c(c4)OCCO5)C3)s2)cc1 (configuration not stated)
-4,-6,4,36,88,-3,-18,-2,0.9,-2,-36,CCCCCN1CC(=O)N2[C@@H](Cc3c([nH]c4ccccc34)C2(C)C)C1=O
-5,-7,11,-6,96,-1,3,-1,-1.1,-22,6,COc1cccc(CNC(=S)NC2CC2)c1
4,3,8,-23,99,-1,-6,.,-0.3,2,23,Cc1ccn2c(=O)c(C(=O)NCCCN3CCCCC3C)c(O)nc2c1 (configuration not stated)
-4,-4,2,49,104,4,3,.,2.4,-8,-49,COc1ccc(S[C@@H](CCN2CC[C@H](NC(=O)OCc3ccccc3)CCC2=O)c2ccccc2)cc1
-7,1,8,-22,99,-2,-7,25,1.5,31,22,CCc1cccc(OCCCCN(CC)CC)c1
-6,-6,-3,35,106,.,-4,1,-0.3,.,-35,CN(C)S(=O)(=O)Oc1cccc(C(=O)Nc2ccccc2Cl)c1
0,14,-4,-6,122,.,2,-1,-0.3,-13,6,O=C(Nc1ccccc1Cl)c1cc(=O)c2ccccc2o1
-1,-10,-9,-4,104,-7,5,24,0.8,.,4,CN(C)S(=O)(=O)c1cccc(C(=O)Nc2cc(S(=O)(=O)N3CCOCC3)ccc2O)c1
-2,8,3,-12,105,8,-10,1,-0.4,-13,12,Cc1ccc(-c2nnn(Cc3nc4ccccc4s3)n2)cc1
-2,-4,9,-33,98,-4,0,0,0.8,-4,33,CCOC(=O)C(=O)Nc1cc(Cl)ccc1C
12,-8,-9,-7,121,.,0,-1,-2.2,-11,7,CCOC(=O)Nc1ccc(C(=O)c2ccncc2)cc1
1,3,0,-15,79,-11,2,0,-1.0,198,15,O=C(CSc1ncn[nH]1)c1ccco1
